Screening results deposited in PubChem BioAssay by several laboratories.
Peg3 promoter: reduces Peg3 promoter-driven luciferase expression in HeLa. HeLa PEG-Prom luciferase reporter, luminescence, overnight. inhibition, % at 20 µM. 360,000 compounds, 1.7% hits. AID 588405;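 active means inhibition of at least 50% at 20 µM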
Shn3 inh set2: Schnurri-3 reporter inhibition in Clone20 osteoblasts | inhibition, % at 12.5 µM | Clone20 osteoblast Shn3 3'UTR firefly luciferase, 24 h | AID 588674 | 360,000 compounds, 0.52% hits;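 active means mean inhibition of at least 75% with every replicate also reaching 75%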;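 further: 0% = median of neutral control wells and 100% = pilot-screen positive control compound; some compounds past the cut are filed as inactive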
HIF-2a block: inhibitors of HIF-2a. AID 624352. 786-0 RCC cells HIF-2a reporter, luciferase luminescence, overnight. 360,000 compounds, 0.72% hits. inhibition, % at 18.8 µM;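 active means inhibition of the luminescence signal of 40% or more relative to plate controls, in a single-dose primary screen at 18.75 µM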
TWEAK-Fn14 inh: inhibitors of TWEAK-Fn14 interaction signaling; TWEAK-stimulated Fn14 reporter cells, luciferase luminescence, 8 h; inhibition, % at 10 µM; 360,000 compounds, 2% hits; AID 1159606; in the data active means inhibition above about 50%
NR2E3 ag-1: human photoreceptor-specific nuclear receptor agonism | Q9Y5X4 | CHO-S Gal4-NCOR/VP16-NR2E3 two-hybrid, luciferase | inhibition of corepressor binding, % at 3.98 µM | 360,000 compounds, 0.35% hits | AID 602229;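 active means inhibition above the mean of all tested compounds plus 3 SD, cut at about 70% in these data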;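 further: 0% = DMSO with NR2E3 transfected cells and 100% = cells lacking NR2E3 construct; higher means lower luciferase signal from less NR2E3 corepressor binding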
Target sequence (Q9Y5X4 whole entry, looked up, the tested form may be a part): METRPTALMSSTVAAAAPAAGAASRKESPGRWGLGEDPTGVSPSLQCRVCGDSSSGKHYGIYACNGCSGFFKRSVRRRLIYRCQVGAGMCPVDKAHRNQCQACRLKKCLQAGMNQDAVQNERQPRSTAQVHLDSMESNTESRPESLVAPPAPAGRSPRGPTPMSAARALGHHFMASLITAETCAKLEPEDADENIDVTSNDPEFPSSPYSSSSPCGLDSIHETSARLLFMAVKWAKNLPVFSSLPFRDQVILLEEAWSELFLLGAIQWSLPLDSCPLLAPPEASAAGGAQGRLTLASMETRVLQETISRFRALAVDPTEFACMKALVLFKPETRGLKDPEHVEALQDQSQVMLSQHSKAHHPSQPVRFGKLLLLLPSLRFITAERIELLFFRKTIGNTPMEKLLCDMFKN
KKLEB cytotox: reduces viability of KKLEB cystic fibrosis airway cells; KKLEB CF airway cells viability, ATPlite luminescence, overnight; hits give low values; cells stimulated with P. aeruginosa culture filtrate; activity change (cytotoxicity), % at 5 µM; 360,000 compounds, 0.36% hits;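 active means corrected activity change at or below -50% at 5 µM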
CF NFkB block: blocks PAF-induced NF-kB reporter in cystic fibrosis cells; inhibition, % at 5 µM; KKLEB NF-kB-GFP reporter, GFP fluorescence overnight; AID 588850; 360,000 compounds, 0.86% hits;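 active means at least 50% inhibition at 5 µM, scaled per plate between neutral and stimulator controls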;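 further: PAF is a Pseudomonas aeruginosa culture filtrate used as stimulus; plate controls were PAF-stimulated DMSO wells for no effect and unstimulated DMSO wells for full effect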
TRAIL sens C8: sensitizes caspase-8 expressing cells to TRAIL; NB7+C8 cells + TRAIL, ATPlite viability luminescence; 360,000 compounds, 1% hits; inhibition (viability loss, TRAIL sensitization), % at 10 µM; AID 624354;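 active means compounds causing at least 50% loss of cell viability in the single-dose screen, relative to plate controls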
TRPM1 prom inh: inhibitors of MITF-driven TRPM1 promoter in melanoma cells; SK-MEL-5 TRPM1 promoter luciferase, 24 h; inhibition, % at 12.5 µM; 330,000 compounds, 0.83% hits; AID 488899;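 active means mean inhibition across replicates of 60% or more, whatever share of single replicates reaches that level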; further: values of inactives mirror those of a sister screen read the other way
TROY signal inh: inhibitors of TROY-dependent NF-kB signaling; Q293 LMP1-TROYcd NF-kB luciferase reporter, 4 h; inhibition, % at 10 µM; 360,000 compounds, 0.98% hits;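 active means compounds whose plate-normalised and pattern-corrected inhibition of the luciferase reporter signal at the single screening dose is 50% or more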
NR2E3 ag-2: activates human photoreceptor nuclear receptor NR2E3. Q9Y5X4. GST-NR2E3/biotin-RetCOR TR-FRET, 1536-well. inhibition of corepressor binding, % at 4.78 µM. 320,000 compounds, 0.12% hits. AID 2300;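 active means percent inhibition above the cutoff of mean plus 3 SD of all tested compounds, set per screening campaign, cut at about 20% in these data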;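 further: 0% = DMSO wells and 100% = biotin wells as full block of FRET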
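Material: NR2E3–RetCOR corepressor complex / Amount: 1.35 nM GST-NR2E3 / Medium: Tris pH 7.5 / Compound: single nominal compound dose of 4.8 µM / Incubation: 5 h at 4 °C / Technique: TR-FRET, Eu(K)-anti-GST donor, streptavidin-D2 acceptor, ex 340, em 617/671 nm / Read-out basis: percent loss of FRET ratio relative to control wells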
Starred values were filed as active, the others as inactive; nt = no result given.

SMILES	Peg3 promoter	Shn3 inh set2	HIF-2a block	TWEAK-Fn14 inh	NR2E3 ag-1	KKLEB cytotox	CF NFkB block	TRAIL sens C8	TRPM1 prom inh	TROY signal inh	NR2E3 ag-2
CC(C)(CN)CC(=O)O	10	nt	9	9	-13	9	-5	-2	4	19	2
CNC(C)Cc1ccccc1 (configuration not stated)	-17	-5	10	-10	-18	7	-12	3	-6	5	nt
CC(=O)O[C@]1(C)C(=O)OC/C2=C/CN(C)CCC(OC(=O)[C@@](O)(C(C)O)C[C@H]1C)C2=O (some centres not stated)	21	-2	12	-1	6	0	-8	3	-1	-3	1
COC(=O)C1C2c3ccccc3OC1(C)N=c1s/c(=C/c3cnn(C)c3C)c(=O)n12 (configuration not stated)	20	-7	22	4	1	-1	3	12	8	-15	2
C[n+]1c(-c2ccccc2)c2cc(N)ccc2c2ccc(N)cc21	74*	67	27	9	14	-9	-8	18	62*	0	-5
COc1cccc(CNCCc2ccccc2)c1OC	2	9	-2	-20	-1	3	-12	7	-1	-5	0
CC(=O)c1ccc2c(c1)C1C(Cl)C(Sc3ccccc3[N+](=O)[O-])CC1C(C(=O)O)N2 (configuration not stated)	9	-8	12	36	-17	7	2	-2	2	20	-1
Cc1ccc2c(c1)[C@@H]1CN(C)CC[C@@H]1N2C(=O)Nc1cccc(C(F)(F)F)c1	38	-10	-1	8	-2	-18	9	1	14	-9	4
CCOC(=O)c1cc2ccccc2n1C1CCN(Cc2ccccc2)CC1	nt	nt	1	-11	-1	nt	nt	7	nt	-13	nt
CSc1ccc(C(=O)C2CCCN(CCCn3cccn3)C2)cc1 (configuration not stated)	7	4	9	0	11	4	7	3	12	0	4

A few values from the results shown.
CC(=O)c1ccc2c(c1)C1C(Cl)C(Sc3ccccc3[N+](=O)[O-])CC1C(C(=O)O)N2 (configuration not stated) in TRPM1 prom inh is entered as 2
Cc1ccc2c(c1)[C@@H]1CN(C)CC[C@@H]1N2C(=O)Nc1cccc(C(F)(F)F)c1 in TWEAK-Fn14 inh is entered as 8
CNC(C)Cc1ccccc1 (configuration not stated) in CF NFkB block is entered as -12

New compounds follow.
SMILES	Peg3 promoter	Shn3 inh set2	HIF-2a block	TWEAK-Fn14 inh	NR2E3 ag-1	KKLEB cytotox	CF NFkB block	TRAIL sens C8	TRPM1 prom inh	TROY signal inh	NR2E3 ag-2
CN1C(=O)C(=Cc2ccc(N3CCCCCC3)o2)C(=O)N(C)C1=S	-212	-12	-232	-28	-25	2	-50	7	-58	-42	0
CCOC(=O)c1c(/N=C/c2c(O)n(-c3ccccc3F)c(=S)[nH]c2=O)sc2c1CCCC2	4	7	-3	0	-18	3	3	-11	5	1	3
CCCCC(=O)N/N=C/c1c(O)n(CC)c(=S)[nH]c1=O	-9	-10	10	23	-12	-13	4	1	7	0	-1
O=C(c1cc(S(=O)(=O)N2CCCCC2)ccc1F)N1CCC2(CC1)OCCO2	-8	5	-7	10	-1	9	-27	-3	2	2	3
CNC(C(=O)c1ccccc1)C(OC)c1ccccc1 (configuration not stated)	4	-2	-3	25	-4	-9	6	-5	-14	-17	3
COC(=O)C12CCc3c(ccc4cc(OC)ccc34)C1=CC(=O)C2 (configuration not stated)	6	-13	-7	-8	15	-6	-3	0	-4	10	nt
O=C(Cc1ccc(Cl)c(Cl)c1)NCC1(N2CCOCC2)CCCCC1	4	7	7	0	2	-2	20	-1	-4	-30	-3
O=P(N1CCCCC1)(N1CCCCC1)C(Cl)(Cl)Cl	0	0	21	-4	-26	3	1	-7	6	3	-1
CC1=C2C3OC(=O)C(C)C3CC[C@@]2(C)C=CC1=O (some centres not stated)	1	-2	-5	1	6	15	5	3	-16	7	2
Cc1cc(N2C(=O)C3CCCN3C2c2ccccc2)no1 (configuration not stated)	7	-5	5	-1	-26	5	1	1	-1	0	-3
COC(=O)C1=C(c2ccc(OC(F)(F)F)cc2)C[C@@H]2CC[C@H]1N2C(=O)NCC1CC1	0	33	10	-1	21	-13	7	-10	-1	4	-1
COc1ccc(N2C(=O)/C(=C/c3ccc(C)o3)C(=O)NC2=S)cc1	14	5	5	-12	-5	-14	2	-10	18	4	nt
C#C[C@]1(O)CC[C@H]2[C@@H]3CCC4=Cc5nc6nc7ccccc7n6cc5C[C@]4(C)[C@H]3CC[C@@]21C	66*	13	21	-35	5	26	-22	28	-3	-17	1
Cc1ccc(S(=O)(=O)N(C)C)cc1NC(=O)C(C)[N+]12CCN(CC1)CC2 (configuration not stated)	11	-8	11	-1	-27	5	-6	-11	-3	19	2
CCNCCNc1ccc([N+](=O)[O-])c2cccnc12	17	1	26	7	-37	-3	-21	20	9	0	1
CC(=O)N1CN2CN(C1)CN(C(C)=O)C2	1	-7	26	-7	-5	7	-10	7	-5	21	2
CN(Cc1ccccc1)C(=C(Cl)Cl)/C(=C1/NCCN1Cc1ccc(Cl)nc1)[N+](=O)[O-]	2	2	3	0	-1	2	0	-8	-2	-18	3
CN(C)[C@@H]1C(=O)C(C(N)=O)=C(O)[C@@]2(O)C(=O)C3=C(O)c4c(O)ccc(Cl)c4[C@@](C)(O)[C@H]3C[C@@H]12	1	0	11	4	-3	-1	13	-6	nt	10	-2
COC(=O)C1=C(c2ccccc2OCc2ccccc2)C[C@@H]2CC[C@H]1N2C(=O)NCc1ccc(OC)c(OC)c1	6	-1	11	3	-10	-9	4	11	4	-4	2
CN(C)C(=O)Oc1ccc(OCc2cccc[n+]2C)cc1	8	1	1	14	27	6	-18	0	16	9	1
CCOc1ccc(N2C(=O)/C(=C/c3ccc(C)o3)C(=O)NC2=S)cc1	4	-24	20	15	-28	12	-17	-19	-3	-5	1
COC(=O)C1=C(c2ccc(Cl)c(C(F)(F)F)c2)C[C@@H]2CC[C@H]1N2C(=O)NCc1ccc2c(c1)OCO2	-12	-19	8	1	18	-3	7	-17	2	-1	4
C=CCn1c(O)c(C(CC)=Nc2cccc(C(F)(F)F)c2)c(=O)[nH]c1=O	14	10	22	8	-12	4	-5	6	8	-37	3
CC(C)[C@H]1C(=O)O[C@@H]2CCN3CC=C(COC(=O)[C@](C)(O)[C@]1(C)O)[C@H]23	6	-28	16	12	-6	9	12	-18	0	21	-3
CCOc1ccccc1-n1c(O)c(C=Nc2ccc(N(CC)CC)cc2)c(=O)[nH]c1=O	11	1	-1	4	-20	-17	14	11	23	20	8
COc1ccc2c3c([nH]c2c1)C(C)NCC3 (configuration not stated)	4	4	21	-1	-2	7	-26	-21	-12	18	-4
COc1ccc(CC(=O)N(C)C2CCCN(Cc3ccccc3F)C2)cc1OC (configuration not stated)	16	-2	6	-5	16	2	0	2	22	-25	1
CC(=O)Nc1ccc(C2CN(C)CC2C(=O)c2ccc(Cl)cc2)cc1 (configuration not stated)	13	8	11	1	1	12	2	1	0	-26	-2
CC(N=Cc1c(O)n(C2CC2)c(=S)[nH]c1=O)c1ccccc1 (configuration not stated)	13	6	12	0	-10	6	-13	-5	2	-14	-3
O=[N+]([O-])c1cccc(CN2CC=C(c3ccc(F)cc3)CC2)c1	9	10	-2	-36	8	-2	-3	1	-12	11	nt
C=C1[C@H]2CC[C@H]3[C@]4(C)C[C@H](O[C@H]5O[C@H](CO)[C@@H](OS(=O)(=O)O)[C@H](OS(=O)(=O)O)[C@H]5OC(=O)CC(C)C)C[C@@H](C(=O)O)[C@H]4CC[C@]3(C2)[C@H]1O	9	12	-2	-10	10	-12	21	3	-5	7	7
CC(C)[C@H](NC(=O)N1C[C@H]2C[C@@H](C1)c1cccc(=O)n1C2)C(=O)Nc1ccccc1F	18	5	8	6	-13	-7	14	0	7	-8	0
O=C(CCc1ccccc1)N1C[C@H]2C[C@@H](C1)c1cccc(=O)n1C2	14	-7	8	7	-29	-3	8	-1	-1	-14	2
COc1c2c(cc3c1OCO3)CCN(C)C2	-8	-13	8	-13	-25	-34	-10	3	-1	3	0
COc1ccc(-c2[nH]ncc2CNC(C)Cc2ccsc2)c(F)c1 (configuration not stated)	15	32	15	-16	-13	-1	4	-6	10	-6	-1
COc1ccc(-n2nnnc2C(c2cc3ccccc3o2)N2CCC(n3c(=O)[nH]c4ccccc43)CC2)cc1 (configuration not stated)	92*	10	-5	103*	12	-15	11	66*	nt	68*	nt
CN(C)CCNC(=O)c1cccn(Cc2cccc(C(F)(F)F)c2)c1=O	0	2	9	-4	-22	-1	10	21	-5	3	0
CC1CCCCN1CC(O)c1c[nH]c2ccccc12 (configuration not stated)	3	-4	26	29	0	4	-17	0	21	12	-3
COC(=O)[C@@H]1N=C(c2ccc(OC)cc2)O[C@]12C(=O)N(C)c1ccc(Cl)cc12	nt	nt	-5	11	19	nt	nt	-5	nt	-7	nt
O=P(Nc1ccccc1)(Oc1ccccc1)Oc1ccccc1	48	13	18	2	14	-18	14	-10	7	-7	7
O=c1cccc2n1CC1CC2CN(S(=O)(=O)c2cc(Cl)ccc2Cl)C1 (configuration not stated)	5	-10	13	-4	-25	6	-17	-12	0	13	4
COC(=O)C1=C(c2ccc(-c3ccccc3)c(F)c2)C[C@@H]2CC[C@H]1N2C(=O)N1CCC(O)CC1	14	-22	10	8	14	-27	20	7	17	13	3
COC(=O)C1=C(c2c(C)noc2C)C[C@@H]2CC[C@H]1N2C(=O)NC1Cc2ccccc2C1	-5	-1	-1	-4	13	4	9	-17	1	-5	0
COc1ccc2c(c1)NP(=S)(c1ccccc1)N2C (configuration not stated)	-13	-14	-10	6	-130	-1	12	2	-10	-13	nt
CCCOc1ccc(C(=O)NC(=S)N2C[C@H]3C[C@H](C2)c2cccc(=O)n2C3)cc1	-40	-23	-51	-11	-22	14	-12	-7	nt	-19	-1
COC(=O)c1ccc(C(C(=O)NC2CCCCC2)N(CCN2CCOCC2)C(=O)Cc2cccs2)cc1 (configuration not stated)	-12	10	9	-2	-15	-23	-4	-11	4	1	1
CC(=O)OC1CCC2(C)C(CCC3C4CC(N5CC5)C(C(C)=O)C4(C)CC(=O)C32)C1 (configuration not stated)	-12	6	24	-14	14	12	0	25	8	8	nt
CC(C)(C)n1nnnc1C(C1CC1)N1CCC(n2c(=O)[nH]c3ccccc32)CC1 (configuration not stated)	23	5	-2	5	-2	2	-3	8	nt	4	nt
COC(=O)C1=C(c2cccc(C#N)c2)C[C@@H]2CC[C@H]1N2C(=O)NCc1ccc(F)cc1	-21	2	9	2	26	-4	-2	-11	-5	-3	1
O=c1[nH]c(=O)n(-c2ccc(Br)cc2)c(O)c1C=NCCN1CCCCC1	3	1	2	-17	-7	12	-22	-18	12	-21	2
CCOC(=O)c1c(-n2c(C)cc(/C=C3\C(=O)NC(=O)N(C)C3=O)c2C)sc2c1CCCC2	28	7	32	14	6	6	14	-10	3	19	3

These rows are one share of the data, so the mix of outcomes need not match the whole.
